Compound activity: PubChem, Center for Chemical Genomics, University of Michigan
Dicer processing = human Dicer pre-microRNA cleavage inhibition | Q9UPY3 | cat-ELCCA pre-miR-21 Dicer processing, chemiluminescence; hits give high values | z-score at 25 µM | hit rate 6% among 47,000 | AID 1347074; in the data active means z-score above about 3, passing the limit was not always enough;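 further: plate controls were vehicle for no effect and no enzyme for full effect; higher signal means more uncleaved substrate so more Dicer inhibition; strong numbers were not always called active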
Target sequence (Q9UPY3 whole entry, looked up): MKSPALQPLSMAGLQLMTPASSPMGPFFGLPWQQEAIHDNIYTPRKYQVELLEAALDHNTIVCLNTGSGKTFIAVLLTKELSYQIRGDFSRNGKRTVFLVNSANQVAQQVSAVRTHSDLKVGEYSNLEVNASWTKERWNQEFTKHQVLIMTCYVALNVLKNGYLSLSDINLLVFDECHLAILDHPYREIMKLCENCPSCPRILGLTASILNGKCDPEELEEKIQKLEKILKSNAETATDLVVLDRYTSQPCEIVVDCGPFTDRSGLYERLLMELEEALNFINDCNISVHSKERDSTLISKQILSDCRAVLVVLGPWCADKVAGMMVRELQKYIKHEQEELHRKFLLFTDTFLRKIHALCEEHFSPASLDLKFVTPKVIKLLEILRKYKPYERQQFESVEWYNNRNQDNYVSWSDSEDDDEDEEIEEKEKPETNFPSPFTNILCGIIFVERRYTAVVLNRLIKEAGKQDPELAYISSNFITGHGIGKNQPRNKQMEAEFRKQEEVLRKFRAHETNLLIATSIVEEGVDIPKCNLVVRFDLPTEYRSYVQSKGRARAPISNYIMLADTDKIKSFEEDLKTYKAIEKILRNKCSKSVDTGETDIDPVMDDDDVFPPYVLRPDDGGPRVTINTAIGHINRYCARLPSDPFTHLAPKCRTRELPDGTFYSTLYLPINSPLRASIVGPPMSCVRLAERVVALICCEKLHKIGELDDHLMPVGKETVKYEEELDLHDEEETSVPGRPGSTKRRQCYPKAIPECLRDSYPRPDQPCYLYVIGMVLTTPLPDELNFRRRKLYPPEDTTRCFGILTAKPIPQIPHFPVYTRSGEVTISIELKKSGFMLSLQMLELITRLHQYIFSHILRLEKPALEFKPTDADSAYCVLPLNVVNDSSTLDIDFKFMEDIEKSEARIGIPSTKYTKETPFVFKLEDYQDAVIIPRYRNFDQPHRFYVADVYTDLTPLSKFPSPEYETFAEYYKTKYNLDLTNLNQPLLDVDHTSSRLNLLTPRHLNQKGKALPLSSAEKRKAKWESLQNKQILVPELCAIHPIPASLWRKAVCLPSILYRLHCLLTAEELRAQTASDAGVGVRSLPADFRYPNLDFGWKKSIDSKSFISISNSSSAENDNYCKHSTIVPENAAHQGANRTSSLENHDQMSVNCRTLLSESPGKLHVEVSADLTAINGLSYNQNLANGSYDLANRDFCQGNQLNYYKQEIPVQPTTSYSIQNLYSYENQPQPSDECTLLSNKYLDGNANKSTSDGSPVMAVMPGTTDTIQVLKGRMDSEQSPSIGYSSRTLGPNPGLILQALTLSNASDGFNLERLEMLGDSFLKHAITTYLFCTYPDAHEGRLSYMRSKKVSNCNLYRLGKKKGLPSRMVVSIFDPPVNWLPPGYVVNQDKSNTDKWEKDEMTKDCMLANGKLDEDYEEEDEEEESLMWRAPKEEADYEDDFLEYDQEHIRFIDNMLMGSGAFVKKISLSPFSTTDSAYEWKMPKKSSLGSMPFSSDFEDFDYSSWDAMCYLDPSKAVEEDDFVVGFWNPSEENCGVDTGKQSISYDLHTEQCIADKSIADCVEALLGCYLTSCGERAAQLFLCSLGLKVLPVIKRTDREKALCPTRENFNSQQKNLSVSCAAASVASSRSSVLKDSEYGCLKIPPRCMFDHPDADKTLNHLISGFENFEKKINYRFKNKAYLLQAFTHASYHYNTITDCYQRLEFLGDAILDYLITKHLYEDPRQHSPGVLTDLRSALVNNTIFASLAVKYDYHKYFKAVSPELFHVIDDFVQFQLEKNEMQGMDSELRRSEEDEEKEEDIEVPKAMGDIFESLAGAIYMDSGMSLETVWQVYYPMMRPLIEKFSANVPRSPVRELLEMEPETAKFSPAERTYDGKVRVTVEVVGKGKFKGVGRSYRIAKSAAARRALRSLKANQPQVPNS
Numbers without * were called inactive; ! = not active in a repeat. Not all compounds are listed. The share of hits here may be higher or lower than overall.

canonical_smiles | Dicer processing
C=CCOC(=O)C1=C(C)NC2=C(C(=O)CCC2)C1c1cccc(Br)c1 (stereo not drawn) | -0.02
NC(=S)Nc1ccccc1Br | -0.62
CN(C)/C=C(\C(=S)c1ccccc1)c1ccccc1 | -0.79
COCCCn1c(SC)nnc1-c1ccc(C(F)(F)F)cc1 | -1.2
CSc1nc2c(Cl)cccc2c2c1c(=O)n(Cc1ccccc1)n2C | -1
Cc1nc(S(=O)(=O)N2CCN(C3c4ccccc4-c4ccccc43)CC2)cn1C | -0.76
O=C(Nc1ccccc1N1CCOCC1)c1cc2ccccc2o1 | 1.4
CN1C(=O)c2cccc3cccc(c23)[S+]1c1ccccc1C(=O)O (stereo not drawn) | -0.94
COc1cccc(Cc2nnc(-c3c(-c4ccccc4)noc3C)o2)c1 | -0.18
O=c1[nH]c2ccccc2nc1-c1ccc(Cl)cc1 | 0.99
CC1=C(C(=O)OCCOc2ccccc2)C(c2cccc(O)c2)C2=C(CC(c3ccccc3)CC2=O)N1 (stereo not drawn) | 1.2
CSc1sc(C(=O)O)c(I)c1S(=O)(=O)C(C)C | -1.4
CCOC(=O)COc1ccc2c(=O)c(-c3ccc(Cl)cc3)c(C(F)(F)F)oc2c1 | -0.98
CC(C)(C)c1ccc(C(=O)Nc2cnc3sc4ccccc4n3c2=O)cc1 | -0.63
O=C(O)c1cccc2cccc(-c3cccc4cccc(C(=O)O)c34)c12 | -1.6
Cc1noc2ncnc(SCC(=O)c3ccc(Cl)cc3)c12 | 3.5
c1ccc2c(c1)c1ccccc1n2CCOCCN1CCCCC1 | 0.4
CCCc1n(CC(O)COc2ccccc2C)c2ccccc2[n+]1C (stereo not drawn) | 0.57
O=C(Nc1cccnc1)c1nc2ncccn2n1 | -1.6
CN(C)c1c(F)cc(C(N)=O)cc1F | 3.4*
COc1cccc(-c2nn3c(-c4ccccc4)nnc3s2)c1 | -0.19
O=C(O)c1ccc(N2C(=O)CC(Cc3ccc(Cl)cc3)C2=O)cc1 (stereo not drawn) | 0.2
CC(C)(C)C(=O)/C(C#N)=C/c1ccc(Cl)cc1Cl | 0.21
O=C1c2ccccc2S(=O)c2ccccc2S(=O)(=O)N1Cc1ccccc1 (stereo not drawn) | 1
CCOC(=O)c1cc(C)n(Cc2ccncc2)c1C | 0.2
CC1=C(C(=O)OCc2ccccc2)C(c2ccccc2)C2=C(CC(C)(C)CC2=O)N1 (stereo not drawn) | -0.61
COC(=O)c1c(N)oc2c(-c3ccc(C)cc3)c3c(C(=O)OC)c(N)oc3cc12 | 3.8*
N/C(=N\C(=S)Nc1cc(Cl)ccc1Cl)c1ccccc1 | 0.67
O=C(COc1cccc(N2C(=O)C3CC=CCC3C2=O)c1)c1ccc(Br)cc1 (stereo not drawn) | 0.5
N/C(=N\OC(=O)CCn1cccc(C(F)(F)F)c1=O)c1ccc(Cl)cc1 | -1.1
Cc1nn(C)c(C)c1CN(C)C(=O)c1cnn2c(C(F)F)cc(-c3ccccc3)nc12 | 2.2
CC1(C)Cc2c(c(N3CCOCC3)nc3sc(-c4cc(C(=O)O)co4)c(N)c23)CO1 | 0.3
CN(C)Cc1c(O)ccc2c(=O)c(-c3ccccc3Cl)coc12 | 0.07
Cc1c(C)c(C)c(CSc2cccc(NC(=O)/C=C/C(=O)O)c2)c(C)c1C | 1.8
COc1ccccc1C1C(C(=O)OC(C)C)=C(C)Nc2nnnn21 (stereo not drawn) | 3.2*
CC(=O)C(C)(CCC(=O)O)CCC(=O)O | -0.03
O=C(NNc1c(Cl)cncc1Cl)c1ccc(F)cc1F | 1.8
O=C1/C(=C/c2ccc(Cl)cc2)COc2ccccc21 | -1.7
COC(=O)N1c2ccccc2C=CC1C#N (stereo not drawn) | -1.4
CCOC(=O)c1cnn(-c2ccccc2)c1NC(=O)Nc1ccccc1 | 4.1*
Cc1ccc(-c2cc(Cc3ccc(-c4cccs4)s3)c(=O)[nH]n2)cc1 | 2.6
O=C(Oc1ccc(Oc2ccccc2)cc1)N1CCC(OC(=O)n2ccnc2)CC1 | -0.58
Cc1c(C)c(C)c(CSC(=N)CC#N)c(C)c1C | -0.07
COc1ccc(C(C)=O)cc1CS(=O)(=O)Cc1cc(C(C)=O)ccc1OC | 1.1
Cc1ccc2oc(-c3ccc(N)cc3)nc2c1 | 2.9
COc1ccccc1Nc1n[nH]c(=S)s1 | -0.72
CCCCCOC(=O)C1=C(C)NC2=C(C(=O)CCC2)C1c1ccc(O)c(OC)c1 (stereo not drawn) | 0.27
COc1ccc(C(=O)CC2(O)C(=O)N(CCc3ccccc3)c3ccc(Br)cc32)cc1 (stereo not drawn) | -0.4
C=CCSc1nnc(-c2ccc(C(C)(C)C)cc2)n1Cc1ccco1 | -6
CS(=O)(=O)c1sc(C(=O)NC(=S)Nc2ccc(OC(F)(F)F)cc2)c2c1C=CCC2 | 0.21
CCc1ccc(CN(C(=O)c2oc3cc(C)ccc3c2C)C2CCS(=O)(=O)C2)cc1 (stereo not drawn) | 0.89
C=CNC(=S)NNC(=O)COc1ccccc1 | 0.37
COC(=O)c1sc(N2C(=O)C(=O)/C(=C(/O)c3ccc(Cl)cc3)C2c2ccc(OC)cc2)nc1C (stereo not drawn) | 1.9
Cc1ccc2c(c1)S/C(=C\c1sc3ccccc3[n+]1C)N2CCO | 1.1
CCOc1ccc(N2CC(C)Cn3c2nc2c3c(=O)n(CC(=O)O)c(=O)n2C)cc1 (stereo not drawn) | -2.2
COc1ccc(S(=O)(=O)NCCC#N)cc1OC | 0.71

Other compounds.
canonical_smiles | Dicer processing
Cc1cc(=O)oc2c1c(C)nn2-c1cccc(Br)c1 | 0.47
CS(=O)(=NS(=O)(=O)c1ccc(Cl)s1)c1ccccc1 (stereo not drawn) | -1.1
Cc1ccc(NC(=S)NNC(C)(C)C)cc1Cl | 2.8
COC(=O)c1sc(OC)cc1OS(=O)(=O)c1ccc(Cl)cc1 | 1.9
CC(C)C(NS(=O)(=O)c1cccc2nsnc12)C(=O)O (stereo not drawn) | -1.6
CCCCOC(C)n1cc(Br)c(=O)[nH]c1=O (stereo not drawn) | 0.67
COC(=O)c1ccc(C2Oc3ccc(Br)cc3C3CC(c4ccco4)=NN32)cc1 (stereo not drawn) | 2.4
CC(C)(C)NC(=S)Nc1cc(C(F)(F)F)ccc1N1CCCCC1 | -0.14
C=CCN1C(=O)C2(/C(=C(/O)c3ccc(Cl)cc3)C(=O)C(=O)N2CCOC)c2ccccc21 (stereo not drawn) | 2.9
CO/C=C1\SC(=S)N(CCc2ccccc2)C1=O | -1.2
Cn1c(=O)c(/C=C/c2ccccc2)nc2ccccc21 | -0.3
CC1=CCC2C(=O)N(c3ccccn3)C(=O)C2C1 (stereo not drawn) | 0.84
CCOC(=O)COc1ccc2oc(C)c(C(=O)OC(C)C)c2c1 | -0.45
COc1ccc2c(c1)c(C(=O)CNc1nccs1)c(C)n2C | 6.6
O=C1OC(CO)CN1Cc1ccccc1 (stereo not drawn) | 0.15
CN(C)S(=O)(=O)N(CC(=O)Nc1ccc(Br)cc1F)c1ccccc1 | 0.55
C#CCNC(=O)Nc1csc([N+](=O)[O-])c1 | 0.22
CCOc1cc(C2c3c(oc4ccccc4c3=O)C(=O)N2c2ccccn2)ccc1O (stereo not drawn) | 2.7
CCC1(C)CC(=O)N(c2cc(C(F)(F)F)cc(C(F)(F)F)c2)C(=O)C1 | -0.17
Cc1ccc(S(=O)(=O)N2CCCOC2)cc1 | 3.8*
CCOC(=O)c1ncn(Cc2ccccc2)c1N | 3.4*
Cc1ccc2nc(C(F)(F)F)cc(N3CCN(/C=C(/C#N)S(=O)(=O)c4ccccc4)CC3)c2c1 | -1.6
CCCOC(=O)Nc1cc(OC)c(Cl)cc1OC | -1
O=c1oc(/C=C/c2ccccc2)nc2ccccc12 | 1.6
CC(CCc1ccc(O)cc1)NCCc1ccc(O)c(O)c1 (stereo not drawn) | 7*!
COc1ccc(-c2cc(-c3ccc(OC)cc3)nc(NS(=O)(=O)c3ccc(NC(C)=O)cc3)n2)cc1 | -0.58
Fc1ccc(C(OCCCc2cnc[nH]2)c2ccc(F)cc2)cc1 | -0.86
CC(CNc1ccc(C(F)(F)F)cc1[N+](=O)[O-])OC(=O)c1cc2ccccc2oc1=O (stereo not drawn) | 0.24
CC(C)NC(=O)c1ccccc1-c1ccccc1C(=O)NC(C)C | 0.13
COC(=O)c1sc(S(C)(=O)=O)c2c1CC(C)(C)CC2=O | 0.54
CC(C)(Oc1ccc2ccccc2c1)C(=O)O | 0.07
C=C1SC(Nc2ccccc2Cl)=NC1(CC)CC | -0.11
CCc1ccc(C2c3c(oc4ccc(C)cc4c3=O)C(=O)N2c2nccs2)cc1 (stereo not drawn) | 0.49
CCOC(=N)c1cccc(C(F)(F)F)c1 | 0.87
CCNc1nc(SCC(N)=O)nc2sc3c(c12)CCN(C)C3 | -0.58
CC(C)Sc1c(Cl)cccc1NC(=O)c1ccc(Cl)cc1 | -1.6
C/C(=N\O)C(C)(C)Nc1ccc2c(c1)OCO2 | -1.6
COCCCn1c(-c2ccc(C(C)(C)C)cc2)n[nH]c1=S | 1.1
CSc1scc(-c2cccc(C(F)(F)F)c2)c1C#N | -2.5
NC(N)=NCCN1CCCCCCC1 | 4.8
CCN(CC)C(=O)Cn1cc(C(=O)c2ccco2)c2ccccc21 | -0.38
COc1ccc(OC)c(C(=O)CC2(O)C(=O)N(Cc3ccccc3)c3ccccc32)c1 (stereo not drawn) | -0.54
O=C1c2cccnc2C(=O)N1c1ccc(Br)cc1OC(F)(F)F | 2
Cc1c(-c2ccnc(-c3ccccc3)n2)sc2nc(C(F)(F)F)nn12 | -0.67
CC(C)c1ccc(C2/C(=C(\O)c3ccccc3)C(=O)C(=O)N2CCCN(C)C)cc1 (stereo not drawn) | 0.49
N#Cc1c(Cl)nsc1-c1ccccc1 | -1.8
N#C/C(=C\N1CCC(n2cccc2)CC1)S(=O)(=O)c1ccc(Cl)cc1 | -1.5
CCCCc1ncc(/C=C(\Cc2cccs2)C(=O)O)n1Cc1ccc(C(=O)O)cc1 | -0.46
CCOC(=O)N/N=C(\C)c1ccc(O)cc1 | 0
COC(=O)C1=C(C)NC2=C(C(=O)CC(C)(C)C2)C1c1ccc(C(=O)OC)cc1 (stereo not drawn) | -0.94
Cc1c2occ(-c3ccc4c(c3)OCO4)c2cc2c1oc(=O)c1ccccc12 | 0.19
Cn1nccc1NC(=O)NC(=O)c1c(Cl)cccc1Cl | -1.1
O=C(O)C1CC(=O)N(c2ccc(-c3csnn3)cc2)C1 (stereo not drawn) | -0.35
O=c1cc(-c2ccccc2)nc(SCc2c(F)cccc2Cl)[nH]1 | -0.35
CCOC(CC(C(=O)N(C)C)(c1ccccc1)c1ccccc1)OCC | -0.47
CN1[C@@H](CC(=O)c2ccccc2)CCC[C@H]1C[C@H](O)c1ccccc1 | -0.35

The listing continues.
canonical_smiles | Dicer processing
CC1(c2ccccc2)CC(C)(C)N2C(=O)C(=O)c3cccc1c32 (stereo not drawn) | -4.1
O=[N+]([O-])c1ccc(Sc2nc(-c3ccccc3)c(-c3ccccc3)[nH]2)cc1 | 0.46
CC1CN(/C(N)=N/S(=O)(=O)c2ccc(Cl)c(Cl)c2)CC(C)O1 (stereo not drawn) | 0.21
COC(=O)c1ccc(C2c3c(oc4ccc(C)cc4c3=O)C(=O)N2c2ccccn2)cc1 (stereo not drawn) | 1.2
Cn1c(=O)c2c(nc(Sc3nc4ccccc4n3CC(=O)NC3CCCCC3)n2C)n(C)c1=O | 1.6
CCOC(=O)N1CCN(C(=O)c2ccc([N+](=O)[O-])o2)CC1 | 3.5*
O=C(Nc1ccc2c(c1)CS(=O)(=O)C2)c1cccs1 | 0.38
Cc1cc(C)n(CC(=O)n2c(C)c(C)c3ccccc32)n1 | 1.1
CC1CCc2c(sc3[nH]c(=S)n(Cc4ccccc4)c(=O)c23)C1 (stereo not drawn) | 0.5
COCCNc1cc(C)nc2ccc(C)cc12 | -1.1
Cc1ccc(-c2nn(C)c(=O)c3ccccc23)cc1S(=O)(=O)NC(C)C | -0.33
Cc1cccc(C)c1OCc1nc2c3cnn(Cc4ccccc4)c3ncn2n1 | -0.58
COc1ccc(NC2OC(=O)c3ccccc32)c(OC)c1 (stereo not drawn) | -0.94
O=C(Nc1ncc(Cc2ccc(F)cc2)s1)c1cc2ccccc2c(=O)o1 | -2.8
N#CCCN(Cc1ccccc1)S(=O)(=O)c1cccs1 | 0.12
CN(C)/C=N/c1nnc(SCc2ccc(Cl)cc2)s1 | 0.59
Cc1c(N2CCCC2)cc2c(c1N)C(C)(C)CC2(C)C | -0.36
O=c1[nH]nc(SCc2cccc3ccccc23)c(=O)[nH]1 | -0.12
COc1ccc(N2C(=O)CC(Sc3nc(CC(C)C)ccc3C#N)C2=O)cc1 (stereo not drawn) | 1.2
N#Cc1c(Cl)cccc1N1CCC(C(=O)N/C=N/O)CC1 | -0.57

Of the compounds above, ten have a furan ring, fused or not:
canonical_smiles | Dicer processing
O=C(Nc1ccccc1N1CCOCC1)c1cc2ccccc2o1 | 1.4
COC(=O)c1c(N)oc2c(-c3ccc(C)cc3)c3c(C(=O)OC)c(N)oc3cc12 | 3.8*
CC1(C)Cc2c(c(N3CCOCC3)nc3sc(-c4cc(C(=O)O)co4)c(N)c23)CO1 | 0.3
C=CCSc1nnc(-c2ccc(C(C)(C)C)cc2)n1Cc1ccco1 | -6
CCc1ccc(CN(C(=O)c2oc3cc(C)ccc3c2C)C2CCS(=O)(=O)C2)cc1 (stereo not drawn) | 0.89
COC(=O)c1ccc(C2Oc3ccc(Br)cc3C3CC(c4ccco4)=NN32)cc1 (stereo not drawn) | 2.4
CCOC(=O)COc1ccc2oc(C)c(C(=O)OC(C)C)c2c1 | -0.45
CCN(CC)C(=O)Cn1cc(C(=O)c2ccco2)c2ccccc21 | -0.38
Cc1c2occ(-c3ccc4c(c3)OCO4)c2cc2c1oc(=O)c1ccccc12 | 0.19
CCOC(=O)N1CCN(C(=O)c2ccc([N+](=O)[O-])o2)CC1 | 3.5*
